# C8 TRAIL sens: sensitizes caspase-8 expressing cells to TRAIL; NB7+C8 cells + TRAIL, ATPlite viability luminescence; inhibition (viability loss, TRAIL sensitization), % at 10 µM; 1% of 360,000 active; AID 624354;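 active means compounds causing at least 50% loss of cell viability in the single-dose screen, relative to plate controls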
# NR2E3 ag-1: activates human NR2E3 receptor; Q9Y5X4; CHO-S Gal4-NCOR/VP16-NR2E3 two-hybrid, luciferase; inhibition of corepressor binding, % at 3.98 µM; 0.35% of 360,000 active; AID 602229;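 active means inhibition above the mean of all tested compounds plus 3 SD, cut at about 70% in these data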;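 further: 0% = DMSO with NR2E3 transfected cells and 100% = cells lacking NR2E3 construct; higher means lower luciferase signal from less NR2E3 corepressor binding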
# Target sequence (Q9Y5X4 whole entry, looked up, the tested form may be a part): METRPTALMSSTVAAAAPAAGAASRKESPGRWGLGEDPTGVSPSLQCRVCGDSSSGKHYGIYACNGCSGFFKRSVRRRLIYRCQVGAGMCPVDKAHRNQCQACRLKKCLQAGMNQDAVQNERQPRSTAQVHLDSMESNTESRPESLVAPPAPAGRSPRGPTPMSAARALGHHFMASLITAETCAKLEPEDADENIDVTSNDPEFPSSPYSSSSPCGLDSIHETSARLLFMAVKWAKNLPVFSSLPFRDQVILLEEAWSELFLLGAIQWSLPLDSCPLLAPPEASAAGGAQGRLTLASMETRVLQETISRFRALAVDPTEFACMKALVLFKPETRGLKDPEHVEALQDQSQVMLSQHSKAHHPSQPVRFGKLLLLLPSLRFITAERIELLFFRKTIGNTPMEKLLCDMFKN
# Peg3 prom inh: reduces Peg3 promoter-driven luciferase expression in HeLa | HeLa PEG-Prom luciferase reporter, luminescence, overnight | AID 588405 | 1.7% of 360,000 active | inhibition, % at 20 µM;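 active means inhibition of at least 50% at 20 µM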
# TROY NFkB inh: TROY signaling inhibition; Q293 LMP1-TROYcd NF-kB luciferase reporter, 4 h; inhibition, % at 10 µM; 0.98% of 360,000 active; AID 1347056;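 active means compounds whose plate-normalised and pattern-corrected inhibition of the luciferase reporter signal at the single screening dose is 50% or more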
# TRPM1 prom inh: reduces MITF-dependent TRPM1 promoter luciferase signal | SK-MEL-5 TRPM1 promoter luciferase, 24 h | 0.83% of 330,000 active | inhibition, % at 12.5 µM;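 active means mean inhibition across replicates of 60% or more, whatever share of single replicates reaches that level; inconclusive means some that reach 60%, reason not given; inactive means mean inhibition across replicates below 60%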; further: values of inactives mirror those of a sister screen read the other way
# CF NFkB block: cystic fibrosis NF-kB activation inhibition; AID 588850; inhibition, % at 5 µM; KKLEB NF-kB-GFP reporter, PAF-induced, GFP fluorescence overnight; 0.86% of 360,000 active;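 active means at least 50% inhibition at 5 µM, scaled per plate between neutral and stimulator controls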;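 further: PAF is a Pseudomonas aeruginosa culture filtrate used as stimulus; plate controls were PAF-stimulated DMSO wells for no effect and unstimulated DMSO wells for full effect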
# Shn3 inh set2: inhibitors of Schnurri-3 3'UTR reporter in osteoblasts; Clone20 osteoblast Shn3 3'UTR firefly luciferase, 24 h; inhibition, % at 12.5 µM; 0.52% of 360,000 active;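 active means mean inhibition of at least 75% with every replicate also reaching 75%; inconclusive means mean inhibition at least 75% but some replicate below; inactive means mean inhibition below 75%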;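 further: 0% = median of neutral control wells and 100% = pilot-screen positive control compound; some compounds past the cut are filed as inactive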
# NR2E3 ag-2: agonists of human nuclear receptor NR2E3; GST-NR2E3/biotin-RetCOR TR-FRET, 1536-well; inhibition of corepressor binding, % at 4.78 µM; 0.12% of 320,000 active; AID 2300;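 active means percent inhibition above the cutoff of mean plus 3 SD of all tested compounds, set per screening campaign, cut at about 20% in these data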;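 further: 0% = DMSO wells and 100% = biotin wells as full block of FRET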
#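 Material – GST-tagged NR2E3 plus biotinylated RetCOR corepressor · Quantity – NR2E3 fusion 1.35 nM · Times – 5 h incubation at 4 °C · Medium – pH 7.5 Tris-based buffer · Technique – TR-FRET, Eu(K)-anti-GST donor, streptavidin-D2 acceptor, ex 340, em 617/671 nm · Benchmarks – high control biotin, low control 0.6% DMSO · Format – 1536-well plates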
# TWEAK-Fn14 inh: blocks TWEAK-Fn14 interaction in a reporter cell assay; TWEAK-stimulated Fn14 reporter cells, luciferase luminescence, 8 h; inhibition, % at 10 µM; AID 1159606; 2% of 360,000 active; in the data active means inhibition above about 50%
# HIF-2a block: HIF-2a inhibition; 786-0 RCC cells HIF-2a reporter, luciferase luminescence, overnight; inhibition, % at 18.8 µM; 0.72% of 360,000 active;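 active means inhibition of the luminescence signal of 40% or more relative to plate controls, in a single-dose primary screen at 18.75 µM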
# KKLEB tox: CF airway cell cytotoxicity counter-screen | activity change (cytotoxicity), % at 5 µM | 0.36% of 360,000 active | KKLEB CF airway cells viability, ATPlite luminescence, overnight; active compounds read low; cells stimulated with P. aeruginosa culture filtrate;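 active means corrected activity change at or below -50% at 5 µM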
# An asterisk follows results filed as active; ? = inconclusive; . = not tested or not shown. The list is partial, so the mix of outcomes need not match the whole.
mol	HIF-2a block	Shn3 inh set2	CF NFkB block	KKLEB tox	NR2E3 ag-1	TRPM1 prom inh	C8 TRAIL sens	Peg3 prom inh	NR2E3 ag-2	TWEAK-Fn14 inh	TROY NFkB inh
COc1ccccc1C1CC(=O)Oc2cc(OC)c(OC)c(OC)c21 (configuration not stated)	4.8	-3.4	7.7	3.5	-9.1	-0.9	-1.4	-1.4	.	5.3	-1.0
COc1ccc(OC)c(CN2CCN(C(=O)c3ccc(C)c(S(=O)(=O)Nc4ccccc4OC)c3)CC2)c1	2.0	-21.0	19.4	-8.2	6.6	-11.4	-19.5	2.7	.	-13.1	2.8
Cc1[nH]nc2c1C(C1CC=CCC1)C(C#N)=C(N)O2 (configuration not stated)	20.3	-5.5	6.9	-3.5	6.3	24.0	12.4	10.9	-1.3	46.3	-14.9
COc1ccc(S(=O)(=O)NC(=O)C2(C)CCN2C(=O)C2CCCCC2)cc1OC (configuration not stated)	0.6	12.1	-10.3	1.7	-27.6	.	-7.5	-6.7	.	11.5	0.2
Cn1c(SCC(=O)N2CCN(c3cccc(Cl)c3)CC2)nnc1-c1ccncc1	15.3	1.8	16.2	-9.3	-9.7	2.0	1.3	-49.6	-1.3	3.4	4.3
CCOC(=O)c1c(C)oc2cc(Br)c(OC(C)C(=O)OCC)cc12 (configuration not stated)	14.9	11.2	1.6	-3.3	1.8	7.9	1.5	10.2	2.9	16.6	-1.5
Cc1cc(OCc2nc(N)nc(N)c2-c2ccc(Cl)c(Cl)c2)ccc1[N+](=O)[O-]	24.1	69.6	-13.0	-29.0	19.4	45.3	83.2*	49.5	.	30.3	14.8
O=C(COC(=O)c1ccc(Br)o1)Nc1cccc(S(=O)(=O)N2CCCCCC2)c1	14.2	-2.7	3.8	1.1	-31.1	12.2	1.1	14.1	3.0	1.9	12.5
COc1ccc(CC(=O)Nc2cc(C)ccc2O)cc1OC	8.5	0.3	-8.2	-3.2	-2.5	-1.7	-8.4	20.8	3.0	-27.7	13.6
CC(Sc1nnnn1C)C(=O)NC1CCCc2ccccc21 (configuration not stated)	24.2	-2.9	1.7	3.4	-7.2	3.3	3.0	11.7	1.3	4.8	7.8
NCCn1c(-c2ccccc2)cc(C(=O)O)c1-c1ccccc1F	-0.2	-7.8	-14.2	11.1	-38.0	7.4	-2.7	-14.4	3.9	-18.0	-18.3
O=C(NCCCN1CCCC1=O)C1CCN(S(=O)(=O)c2ccc(F)cc2)CC1	11.8	-14.3	-0.7	2.4	11.7	-8.9	9.8	4.1	0.6	9.8	-7.4
O=C(NC12CC3CC(CC(C3)C1)C2)c1ccc(COc2ccc(Cl)cc2[N+](=O)[O-])o1	-6.0	14.0	3.2	-4.5	-21.5	-4.7	-11.1	20.7	1.1	12.0	-10.9
CCCCS(=O)(=O)Nc1ccc(N2CCOCC2)c(S(=O)(=O)N2CCOCC2)c1	28.0	3.3	-17.0	22.5	13.1	2.5	17.8	28.2	2.6	-13.7	17.2
Nc1ccc2c(c1)C(=NO)c1cc([N+](=O)[O-])ccc1-2	-18.6	10.5	30.9	-7.3	35.9	21.6	21.2	44.0	.	6.0	21.4
Cc1ccc(C23CC4CC(CC(C(N)=O)(C4)C2)C3)cc1	-12.0	-9.9	-7.1	5.6	-49.5	-2.4	8.7	-15.5	3.1	25.4	7.7
OC(c1ccccc1)(c1ccccc1)C1CCN(C(=S)NC2CCCC2)CC1	9.7	-7.0	10.4	-22.2	1.8	4.0	4.9	2.6	-2.5	7.7	-0.8
COc1cccc(C(c2c(N)n(C)c(=O)n(C)c2=O)C(C)[N+](=O)[O-])c1 (configuration not stated)	13.9	-3.2	1.3	-3.3	5.2	7.4	24.7	0.9	0.6	4.8	10.6
COc1ccc(-n2cc(-c3ccccc3)c3c(NN4CCOCC4)ncnc32)cc1	32.2	18.6	15.0	-28.2	-4.6	-6.2	8.7	45.0	3.9	48.3	7.4
CC(NC(=O)c1ccc(CS(C)(=O)=O)cc1)c1ccc(-n2ccnc2)cc1 (configuration not stated)	10.3	-5.5	-37.7	10.7	2.7	4.5	14.6	9.4	0.4	-6.0	3.0
COc1ccccc1/C=N/NC(=O)CC(=O)NC1CCCCC1	11.8	-0.4	2.4	-1.6	-2.9	-5.5	-0.7	4.2	-2.8	6.8	-1.4
CC(=O)c1cccc(N(CC(=O)Nc2ccccc2C(=O)N2CCCC2)S(C)(=O)=O)c1	6.0	13.3	-25.8	18.1	-6.9	-0.4	-10.8	5.5	0.5	8.9	3.9
COc1cc(C(=O)NC2CCN(C)CC2)ccc1Nc1ncc2c(n1)N(CCc1ccccc1)CCC(=O)N2C	-75.8	-37.4	-135.7	-22.8	10.9	?	20.6	-64.0	.	0.2	-14.1
Cc1nn(Cc2c(F)c(F)c(F)c(F)c2F)c(C)c1NC(=O)c1nn(C)c(C)c1Br	4.5	12.5	6.0	1.3	-12.8	16.0	-0.3	-8.9	-1.6	-10.0	-19.2
CCOC(CNC(=O)Cc1c(C)nc2c(-c3ccccc3)c(C)nn2c1C)OCC	13.2	11.0	-11.8	-11.3	-23.5	19.7	-12.9	8.7	1.1	12.4	-5.9
CC1=C(C(=O)NCc2ccccc2)C(c2cccs2)n2ncnc2N1 (configuration not stated)	9.9	14.2	-4.7	3.8	0.7	15.6	18.6	6.4	-1.9	10.3	-17.1
Cc1cccc2c(=O)n3c(nc12)CCCCC3	-18.9	-0.9	-8.4	-1.4	-11.4	-2.0	0.5	0.1	0.2	-6.8	-9.3
Cc1nc(CCNS(=O)(=O)c2cccs2)cs1	5.6	15.4	3.7	-1.3	-6.8	-3.7	6.9	-1.6	0.3	-5.1	15.3
CCc1ccc(-c2csc(NC(=O)c3cccnc3)n2)cc1	-56.4	45.5	-32.9	11.9	-6.9	2.2	25.8	-88.6	1.7	60.9*	20.9
O=C(CSc1nnnn1-c1ccccc1)Nc1nc(-c2ccccc2)ns1	8.8	1.5	18.3	4.3	-1.0	11.4	3.4	9.2	1.9	5.8	8.3

# Taken from above:
# KKLEB tox with O=C(COC(=O)c1ccc(Br)o1)Nc1cccc(S(=O)(=O)N2CCCCCC2)c1 → 1.1
# TROY NFkB inh with COc1ccc(CC(=O)Nc2cc(C)ccc2O)cc1OC → 13.6

# Back to the main list with the two entries that preceded the break.
mol	HIF-2a block	Shn3 inh set2	CF NFkB block	KKLEB tox	NR2E3 ag-1	TRPM1 prom inh	C8 TRAIL sens	Peg3 prom inh	NR2E3 ag-2	TWEAK-Fn14 inh	TROY NFkB inh
CCc1ccc(-c2csc(NC(=O)c3cccnc3)n2)cc1	-56.4	45.5	-32.9	11.9	-6.9	2.2	25.8	-88.6	1.7	60.9*	20.9
O=C(CSc1nnnn1-c1ccccc1)Nc1nc(-c2ccccc2)ns1	8.8	1.5	18.3	4.3	-1.0	11.4	3.4	9.2	1.9	5.8	8.3
CCc1ccc(NSc2ccccc2[N+](=O)[O-])cc1	-43.6	-5.6	21.3	-10.4	-24.0	1.9	14.1	36.3	0.0	2.3	21.1
Cc1cccc(NC(=O)COC(=O)c2ccc([N+](=O)[O-])o2)c1C	5.8	-23.2	13.7	-3.9	0.1	5.7	9.4	-7.7	-4.5	-7.2	4.9
Cc1ccc(CNS(=O)(=O)c2ccc(Cl)s2)cc1	-18.5	-15.8	16.9	-7.9	-23.2	.	-6.2	-4.7	.	-19.0	-21.1
CCOC(=O)CCNC(=O)N1CCCC(N(C)CCc2ccc(OC)c(OC)c2)C1 (configuration not stated)	11.7	9.2	-4.9	6.8	6.0	0.7	-12.9	17.5	-0.3	-8.2	18.8
CC1(C)Cc2c(sc(NC(=O)C(=O)NCCCN3CCOCC3)c2C(N)=O)CO1	8.2	-7.6	18.2	-8.5	0.2	2.7	1.6	-10.4	1.4	4.3	1.4
CCOC(=O)C1=C(C)N(C)C(C)=C(C(=O)OCC)C1c1ccc(C(=O)OC)cc1	13.0	-7.0	11.0	-12.4	-23.9	6.7	20.9	35.1	2.1	-33.3	-7.3
Cc1ccc(OCCN2C(=O)C(=O)c3cc(C)ccc32)cc1	-44.2	7.5	37.1	-6.3	-19.4	-10.8	17.7	-3.8	1.0	-24.5	5.0
CC(=O)N1CCN(S(=O)(=O)c2cccc(C(=O)OCC(=O)Nc3c(Cl)cccc3C(F)(F)F)c2)CC1	-0.3	4.3	20.7	3.0	14.0	-11.5	-11.3	-2.7	.	-8.1	4.7
CC1(C(=O)NCCC(F)(F)F)Cc2c(-c3cccc(C(N)=O)c3)ccnc2O1 (configuration not stated)	14.5	10.4	2.6	12.4	-3.1	.	10.7	20.6	.	29.2	-14.6
CCOC(=O)C1CCCCN1Cc1ccc(OC)c(OC)c1 (configuration not stated)	12.7	.	-3.5	1.7	-45.3	-1.1	-8.1	4.3	-1.1	-0.8	-11.2
CC12CCC3c4ccc(O)cc4CCC3C1CCC2=O (configuration not stated)	4.3	13.5	-2.2	-0.2	15.1	3.0	4.1	20.1	4.6	-3.1	-12.2
O=C1c2ccccc2NC(c2ccco2)N1O (configuration not stated)	-40.1	-13.3	-6.3	9.1	-35.6	-5.1	0.3	-23.7	-4.5	0.2	.
O=S(=O)(Cc1ccccc1)N1CCCC(c2nc(-c3ccc(F)cc3)no2)C1 (configuration not stated)	19.3	14.2	-5.9	3.6	4.4	2.2	9.3	10.2	-0.3	9.8	-15.8
O=C(Nc1ccc(Br)cc1Cl)N1CCOCC1	-3.6	-23.8	1.6	0.7	12.7	-13.2	-0.4	-29.9	2.3	-2.6	1.6
CC1=C(C)CC(C(=O)N2CCN(C/C=C/c3ccccc3)CC2)C(C(=O)O)C1 (configuration not stated)	12.0	70.3	-5.4	16.8	-1.5	-4.1	8.6	18.1	3.6	9.5	-9.2
O=C(C1CCCN(Cc2ccccc2Br)C1)N1CCCCC1 (configuration not stated)	1.9	-5.1	5.4	-4.3	-0.9	-3.0	-0.3	-3.0	2.8	0.7	-15.7
O=C(Nc1cccc(NC(=O)c2cncc(Br)c2)c1)c1cncc(Br)c1	-16.9	-5.8	3.4	-3.2	-2.2	10.3	13.7	5.1	-0.9	-2.1	0.8
CCn1c(CSCc2ccc(Cl)cc2)nnc1SCC(=O)Nc1cccc(C(=O)O)c1	14.8	32.4	13.9	-1.5	6.8	1.4	-7.5	-0.6	0.5	-0.2	0.7
COC(Cn1cc(C)c(=O)[nH]c1=O)OC	18.5	7.3	-11.9	7.0	-27.4	7.1	-1.7	6.8	0.8	-7.4	-5.9
Cc1ccc2c(c1)[nH]c1c(=O)n(CCN3CCNCC3)cnc12	5.3	-7.8	2.7	2.0	-9.9	13.0	-0.7	24.0	.	-31.1	14.1

# Compound activity deposited in PubChem BioAssay by several laboratories.
